# Screening data: PubChem BioAssay, several laboratories
# dFosB activator: activators of mouse delta FosB homodimer; actives 0.99% (n = 340,000); activation, % at 25 µM; purified delta FosB, TAMRA-CDK5 oligo fluorescence polarization; percent of positive-control signal above neutral wells; P13346; AID 493131;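 active means mean activation above about 17%, with every replicate also reaching it, limit read from the data, passing the limit was not always enough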;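 further: fluorescence polarization rise as delta FosB binds a TAMRA Cdk5 AP-1 oligo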
# Target sequence (P13346 whole entry, looked up): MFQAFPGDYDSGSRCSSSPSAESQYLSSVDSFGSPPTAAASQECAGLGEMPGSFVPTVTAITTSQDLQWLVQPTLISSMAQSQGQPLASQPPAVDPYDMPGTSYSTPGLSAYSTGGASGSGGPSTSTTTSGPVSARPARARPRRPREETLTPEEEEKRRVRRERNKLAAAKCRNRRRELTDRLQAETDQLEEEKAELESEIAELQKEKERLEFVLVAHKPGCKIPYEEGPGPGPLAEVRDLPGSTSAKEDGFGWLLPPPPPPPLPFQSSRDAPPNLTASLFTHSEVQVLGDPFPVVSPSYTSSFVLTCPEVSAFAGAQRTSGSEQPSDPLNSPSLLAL
# CDK5 p35 inh: blocks human CDK5/p35 kinase activity; actives 0.01% (n = 330,000); inhibition, % at 10 µM; Recombinant CDK5/p35, ADP-Glo luminescence, 60 min; Q00535+Q15078;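 active means highest replicate inhibition of at least 50% and at least 75% of replicates reaching 50%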;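 further: plate controls were DMSO neutral control for no effect and GW8510 at 10 µM for full effect; many of its hits are not listed in these tables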
# CAL PDZ FP-1: blocks peptide binding to human CAL PDZ domain; purified CAL PDZ, TMR-peptide fluorescence polarization, 1 h; actives 0.02% (n = 330,000); inhibition, % at 20 µM; AID 504414;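 active means highest replicate inhibition of at least 40%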;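 further: plate controls were DMSO neutral control wells for no effect and unlabeled competitor peptide control wells for full effect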
#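 Control set: unlabelled peptide and DMSO controls / Material: purified CerCALP PDZ construct / Timing: 1 h incubation at room temperature before polarization reading / Doses: 20 µM, one dose / Detection: fluorescence polarization (mP)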
# RTF Ca sens act: cardiac RTF calcium sensitization; P19429+P45379; IANBD-labeled TnC RTF fluorescence at EC20 calcium; 0% EC20 calcium, 100% full calcium; activation, % at 7.2 µM; actives 0.24% (n = 340,000);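 active means activation above the mean over all tested compounds plus 3 SD, cut at about 30% in these data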;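 further: rise in fluorescence read as greater calcium sensitivity of cardiac thin filaments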
# MITF TRPM1 HTS: increases MITF-driven TRPM1 promoter luciferase signal; SK-MEL-5 TRPM1-promoter luciferase, 24 h; % of positive control, neutral wells = 0; activation, % at 12.5 µM; actives 0.75% (n = 300,000); AID 588334;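 active means mean activation of at least 80% with every replicate also reaching 80%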;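 further: 0% = neutral control wells and 100% = parthenolide positive control wells; values of inactives mirror those of a sister screen read the other way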
# Wnt act: Wnt/beta-catenin pathway activation; Wnt/beta-catenin reporter cell assay, activator, plate reader; activation, % at 9.35 µM; actives 1.2% (n = 300,000); AID 743398; in the data active means activation above about 30%, passing the limit was not always enough;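 further: 0% = neutral control wells and 100% = positive control wells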
# Tat export inh: inhibitors of E. coli Tat protein transport | E. coli MC4100 TorA-mCherry Tat export, fluorescence | inhibition, % at 10 µM | actives 0.036% (n = 340,000) | AID 488895;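 active means mean replicate inhibition at least 50% and at least half of replicates individually reaching 50%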;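 further: exported cargo escapes ClpAP degradation while cytoplasmic cargo is degraded and loses fluorescence; 0% = median of neutral control wells and 100% = median of NaSCN control wells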
# V-ATPase pHluor: yeast V-ATPase proton transport regulation by pHLuorin; actives 0.37% (n = 350,000); S. cerevisiae, pHLuorin cytosolic pH fluorescence; response, % at 10 µM; in the data active means response mostly above about 7.3%, no sharp cut-off; inactive means mostly below about 5.4%; further: actives read high; inactives centre near 0; some compounds called inactive have numbers as strong as hits
# Rtt109 HAT inh: inhibitors of Candida albicans Rtt109/Vps75 histone acetyltransferase; purified Rtt109/Vps75, ThioGlo CoA-SH fluorescence, 4 h; inhibition, % at 34.9 µM; AID 540336; Q5AAJ8; actives 0.16% (n = 330,000);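 active means inhibition of at least 50% in every replicate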
# Target sequence (Q5AAJ8 whole entry, looked up): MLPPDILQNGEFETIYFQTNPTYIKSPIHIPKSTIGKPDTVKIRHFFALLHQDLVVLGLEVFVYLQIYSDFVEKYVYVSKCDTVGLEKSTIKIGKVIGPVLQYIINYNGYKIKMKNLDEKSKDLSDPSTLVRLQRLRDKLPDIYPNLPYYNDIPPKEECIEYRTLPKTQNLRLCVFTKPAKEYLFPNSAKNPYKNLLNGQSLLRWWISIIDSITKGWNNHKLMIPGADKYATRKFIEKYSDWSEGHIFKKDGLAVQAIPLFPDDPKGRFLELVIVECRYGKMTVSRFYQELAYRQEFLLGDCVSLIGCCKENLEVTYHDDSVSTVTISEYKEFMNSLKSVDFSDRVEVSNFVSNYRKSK
# CAL PDZ FP-2: CAL PDZ (human) peptide binding inhibition. Q9HD26. purified CAL PDZ, TMR-peptide fluorescence polarization, 1 h. inhibition, % at 24.9 µM. actives 0.92% (n = 300,000). AID 602252;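 active means mean inhibition of at least 30% with at least half of replicates also reaching 30%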;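 further: 0% = DMSO neutral control and 100% = excess unlabeled competitor peptide PRC23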
# Starred values were filed as active, the others as inactive; · = no result given.
no.	Molecule	V-ATPase pHluor	dFosB activator	CAL PDZ FP-2	Wnt act	RTF Ca sens act	Tat export inh	CAL PDZ FP-1	MITF TRPM1 HTS	Rtt109 HAT inh	CDK5 p35 inh
1	CC1(C)CC(NC(=O)CCc2nnc(CCCCc3ccccc3)o2)CCO1 (stereo not given)	3	-3	1	-2	-8	-2	0.2	3	1	-1.9
2	CCOC(=O)[C@H]1[C@H]2COc3ccccc3[C@@H]2N2C(=O)c3cc(F)ccc3NC(=O)[C@@]12C	0	-6	-3	-2	4	-3	-1.0	-7	4	0.0
3	Nc1nnc(SC2CCCC2)s1	-2	-1	-2	0	3	-5	-0.5	11	3	2.1
4	NS(=O)(=O)c1cccc(NC(=O)COC(=O)Cn2cc(C(F)(F)F)ccc2=O)c1	-3	-5	·	-3	0	3	-0.3	-3	4	-2.4
5	CCCn1c(=O)c2ccccc2n2c(SCCOc3ccc(C)cc3)nnc12	-3	-14	-1	0	-3	-4	-2.1	6	-8	-3.0
6	CC1c2cc3c(cc2CCN1C(=O)c1cccc(Cl)c1)OCCCO3 (stereo not given)	6	-2	-3	-3	5	1	-0.4	1	-4	·
7	CC(C)Oc1ccc(C(=O)Nc2nc3ccccc3[nH]2)cc1	-2	-12	-7	-4	8	3	-4.3	-81	-15	4.5
8	COc1ccccc1NC(=O)/C(C#N)=C/c1cc([N+](=O)[O-])ccc1N1CCCC1	-3	-5	-5	·	7	-3	-1.0	2	-6	-0.6
9	COc1ccc(Cn2nnc3c(=O)[nH]c(C4CCCN(C(=O)c5ccccc5)C4)nc32)cc1 (stereo not given)	1	-9	·	0	1	-10	-1.8	·	5	2.8
10	COc1ccc(Cl)cc1NS(=O)(=O)c1cccc(C(=O)NC2CCC(O)CC2)c1 (stereo not given)	-4	0	-7	-2	2	1	-1.0	8	0	-1.3
11	O=C(COC(=O)CCNS(=O)(=O)c1ccccc1)NC1CC1	-1	-8	-3	1	-1	-2	0.6	-4	9	1.4
12	COc1cc(OC)cc(C(=O)NCC(=O)NCc2ccccn2)c1	3	-6	·	2	-1	-1	0.0	-11	1	1.0
13	O=C(Nc1nc(-c2cc(F)ccc2F)cs1)c1ccccn1	2	15	1	6	7	-5	-0.5	22	-2	0.8
14	COc1ccccc1CC(=O)NC1CCN(Cc2ccccc2)CC1	0	4	-3	-1	0	3	0.4	·	1	1.1
15	COc1ccccc1NC(=O)Cn1nnc(-c2ccccc2NC(=O)c2cccs2)n1	2	0	0	·	-4	-11	·	-13	-2	-0.7
16	Cc1cc(C)cc(N(CC(=O)NC2CCCCC2)C(=O)c2ccc(C)s2)c1	-2	-1	-5	-21	-6	-11	-1.1	-7	·	-2.0
17	O=C(Nc1cccc(Cl)c1)c1cc(S(=O)(=O)N2CCOCC2)cs1	3	-9	-6	2	-2	3	-3.1	8	-24	-0.7
18	COc1nc(N)c(C#N)c(-c2ccc(N(C)CCC#N)cc2)c1C#N	0	-8	·	0	·	3	-0.2	·	-4	1.7
19	O=C(NCc1ccc2c(c1)OCO2)c1ccc(-n2cnnn2)cc1	-3	0	8	-2	-3	-4	-0.4	-7	0	-1.0
20	CCOc1ccc(N2C(=O)CC(NCCc3ccc(S(N)(=O)=O)cc3)C2=O)cc1 (stereo not given)	1	0	-3	-3	1	-1	0.2	4	2	1.6
21	O=C(Cc1c[nH]c2ccccc12)NC1(C(=O)NC2CCCCC2)CCCCC1	-7	-8	-4	·	3	4	-0.5	3	-1	-0.7
22	CC1(C)C2CC[C@]3(C)C(CC=C4[C@@H]5C[C@@](C)(CO)[C@@H](O)C[C@]56C[C@@H](OC6=O)[C@]43C)[C@@]2(C)CC[C@@H]1O (stereo not given in full)	-1	-3	0	-2	5	-1	-0.2	-6	-7	1.4
23	Cc1ccc(NC(=O)CSCC(=O)N2CCN(Cc3ccc4c(c3)OCO4)CC2)cc1	0	-13	1	1	-4	4	-3.6	-5	2	-1.0
24	CCN(CCNC(=O)CCCn1nc(C)n2c(cc3sccc32)c1=O)c1ccccc1	2	-11	2	1	11	-10	-0.3	·	-7	-1.0
25	Cc1cc(C(=O)CN2C(=O)NC3(CCC(C)CC3)C2=O)c(C)n1C (stereo not given)	0	-5	0	-1	-5	3	0.2	-10	-5	0.6
26	Cc1cccc(C(=O)OC(C)CN2CCOCC2)c1 (stereo not given)	-1	-6	-7	-1	-5	2	-2.7	22	0	0.2
27	CSc1ncccc1C(=O)N1CCCC(C(=O)c2ccc3ccccc3c2)C1 (stereo not given)	-1	-20	-3	-2	9	0	0.4	2	-1	-1.5
28	CCOc1cc(C)nc(NCc2ccccc2)n1	3	-1	0	-3	5	0	-1.7	-7	9	-1.5
29	Cc1ccc(C)c(NC(=O)c2ncn[nH]2)c1	-6	-1	-3	-14	-2	-2	-2.1	-2	·	0.9
30	CCOc1ccc(NC(=O)CSc2nnc(-c3ccccn3)n2C)cc1	4	4	0	-5	-3	1	-2.1	·	·	-2.0
31	CCOC(=O)c1c(-c2ccc(OC)cc2)csc1NC(=O)COc1ccc2c(C)cc(=O)oc2c1	1	1	-5	-4	5	-9	-0.3	15	-7	1.6
32	O=C(NCC(=O)N1CCOCC1)c1ccccc1	1	1	·	8	-4	1	0.2	39	-11	0.1
33	Cn1c(N)c(Sc2ccccc2[N+](=O)[O-])c(=O)n(C)c1=O	-3	-7	·	-1	-3	2	-0.7	19	18	0.0
34	Cc1ccc(Sc2c(C(=O)Nc3ccc(F)cc3F)c(C(F)(F)F)nn2C)cc1	-4	1	-3	·	3	-5	-1.2	-2	-12	0.0
35	COc1ccc(CCN2CC(C(=O)NCCCn3nc(C)cc3C)CCC2=O)cc1 (stereo not given)	-7	-2	-1	-1	5	-7	-1.2	-5	6	0.4
36	COc1ccc(CCN2C(=O)c3ccccc3C2(O)c2ncc[nH]2)cc1OC (stereo not given)	-2	4	-5	-2	-7	1	-1.6	0	-8	0.3
37	CC(=O)c1cn(CC(=O)Nc2ccc(C)c(C)c2)c2ccccc12	-1	-7	-5	-3	-4	-8	-1.9	-14	-5	1.9
38	CCOC(=O)c1[nH]c2ccccc2c1NC(=O)C1CCCCC1	1	0	-3	·	2	1	-2.5	-7	·	-2.5
39	O=C(c1ccco1)N1CCN(C(=O)C(c2ccccc2)c2ccccc2)CC1	-2	-6	3	·	-3	-8	-3.0	·	4	0.5
40	O=[N+]([O-])c1ccc(COn2nnc3ccccc32)cc1	-1	-1	-5	1	-1	0	-1.0	27	-4	-0.8
41	C=C1CCN(c2ccc(C(=O)NCCC)cc2[N+](=O)[O-])CC1	0	2	-2	3	10	-3	-2.2	3	0	0.3
42	Cc1ccc(C)c(S(=O)(=O)N2CCCC2CNC(=O)c2ccc([N+](=O)[O-])cc2)c1 (stereo not given)	0	-6	·	-2	-7	4	-0.5	-3	-6	-0.9
43	COc1ccc(Br)cc1CNCC1CCCO1 (stereo not given)	1	-4	·	-2	-3	-7	-1.3	·	3	0.2
44	NNc1nc(-c2ccccc2)c2cc(Cl)ccc2n1	-2	-2	-8	-4	-1	1	-1.1	-14	1	0.7
45	COC(=O)c1c(NC(C)=O)sc(C(=O)Nc2ccccc2OC)c1C	2	3	-7	-1	5	-9	-0.1	-4	-8	-1.9
46	COc1ccc(CCNC(=S)NC2CCN(Cc3ccccc3)CC2)cc1OC	3	0	0	-1	1	0	-1.1	-1	3	-0.1
47	CCc1ccc(NC(=S)Nc2ccc3cn[nH]c3c2)cc1	0	3	-1	9	-3	-2	-0.3	15	1	3.2
48	O=C(NCCc1nnc2ccc(NCc3ccc(F)cc3)nn12)c1ccccc1	-1	-2	-4	0	-4	-6	-0.7	2	-2	0.5
49	O=C(NCC(c1ccco1)N1CCN(c2ccc(F)cc2)CC1)C1CCCCC1 (stereo not given)	-1	-3	-2	2	-7	2	-0.8	-7	0	-1.1
50	COc1ccc(-c2cn[nH]c2-c2ccc(OCc3ccc([N+](=O)[O-])cc3)cc2O)cc1	-5	-10	-8	·	-3	3	-1.9	22	9	0.4

# (further entries)
no.	Molecule	V-ATPase pHluor	dFosB activator	CAL PDZ FP-2	Wnt act	RTF Ca sens act	Tat export inh	CAL PDZ FP-1	MITF TRPM1 HTS	Rtt109 HAT inh	CDK5 p35 inh
51	COc1cccc(N2C(=O)CC(Nc3ccc(N4CCOCC4)cc3)C2=O)c1 (stereo not given)	-1	-12	-2	·	-1	-7	-2.2	-8	15	0.5
52	Cc1cc(N2CC(C)OC(C)C2)nc(C(C)C)n1 (stereo not given)	2	-5	-4	-1	11	-10	-0.5	6	17	0.4
53	COc1cc(NC(=O)CN(C)S(=O)(=O)c2cccs2)cc(OC)c1	-5	-3	-2	-3	-4	-4	-2.3	5	15	·
54	CCOC(=O)c1ccc(NC(=S)NNC(=O)c2cc(-c3cccnc3)nc3ccccc23)cc1	-1	-8	49*	2	11	-3	-1.6	-7	24	1.0
55	CC(C)CC(NC(=O)C1CCCCC1)C(=O)NC(C)c1ccccc1 (stereo not given)	3	-6	-5	-1	-2	-4	-0.4	-6	3	0.4
56	COc1cccc(-n2cnnc2SC(C)C(=O)NC2CCCC2)c1 (stereo not given)	2	-3	-2	-2	5	-5	0.6	-1	-13	0.0
57	Cc1cccc2sc(NC(=O)c3ccc(NS(=O)(=O)c4cccs4)cc3)nc12	2	5	-6	·	-4	-4	-0.5	-3	-5	1.3
58	CC1CCN(C(C)C(=O)Nc2ccc(S(=O)(=O)N3CCCC3)cc2)CC1 (stereo not given)	-2	-4	22	-2	-2	4	-2.7	3	37	-0.9
59	COC(=O)c1sccc1NC(=S)N1C(C)CCCC1C (stereo not given)	3	0	2	4	-3	-2	-1.1	-4	-4	0.4
60	Cc1ccc(CCNC(=O)c2cccc(NC3=NC4CS(=O)(=O)CC4S3)c2)cc1 (stereo not given)	-1	-8	·	0	1	-9	-0.7	·	-14	-1.0
61	Cc1cc(C[n+]2ccsc2N)c2ncccc2c1	0	-4	-2	0	5	-3	0.9	6	-6	0.7
62	COc1cccc(/C=N/N(C)C2=NS(=O)(=O)c3ccccc32)c1O	0	-13	3	-3	-9	10	-4.2	-2	-1	0.5
63	O=[N+]([O-])c1cccc(CNC2CCCCCC2)c1	4	·	-3	-1	-2	5	-3.8	9	-10	-0.9
64	COc1ccc(NC(=O)CC2C(=O)Nc3ccccc3N2CC(=O)N2CCCC2)cc1 (stereo not given)	-1	-3	-5	-1	-3	1	-0.3	-14	-4	0.8
65	O=C(Nc1ccc2c(c1)OCCO2)c1ccco1	6	-2	0	9	6	-3	0.0	-2	-7	1.5
66	O=C(Nc1ccccc1C(F)(F)F)c1ccsc1	4	-5	1	0	-2	-8	0.5	15	-6	0.3
67	CC1CCN(C(=O)CN(c2ccc(Oc3ccccc3)cc2)S(C)(=O)=O)CC1	1	-7	-3	·	-2	1	-0.4	·	0	2.1

# By substructure, the compounds so far containing a cyano group (2)
no.	Molecule	V-ATPase pHluor	dFosB activator	CAL PDZ FP-2	Wnt act	RTF Ca sens act	Tat export inh	CAL PDZ FP-1	MITF TRPM1 HTS	Rtt109 HAT inh	CDK5 p35 inh
8	COc1ccccc1NC(=O)/C(C#N)=C/c1cc([N+](=O)[O-])ccc1N1CCCC1	-3	-5	-5	·	7	-3	-1.0	2	-6	-0.6
18	COc1nc(N)c(C#N)c(-c2ccc(N(C)CCC#N)cc2)c1C#N	0	-8	·	0	·	3	-0.2	·	-4	1.7
